# Screens (PubChem BioAssay)
# LDHA block: inhibitors of human lactate dehydrogenase A | 480,000 tested, 0.15% active | purified LDHA, NADH/diaphorase-resazurin fluorescence; hits give low values | activity change, % (values are at about 110 or 230 µM) | AID 1347041 | P00338; in the data active = activity change below about -30%; inconclusive = mostly about -25% to -30%;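 note: plate controls were DMSO wells for no effect and wells without enzyme for full effect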
#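 Resorufin fluorescence (ex540/em590), read at 0 and 20 min after diaphorase/resazurin addition, reports the NADH left after a 5 min room-temperature reaction of 2 nM human LDH5 with 0.06 mM NADH and 0.2 mM pyruvate.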
# * = called active by the depositor; ? = inconclusive. This is a subset (hit frequency here may not be typical).
SMILES,LDHA block
CC(C)C(OC(=O)/C=C/c1ccc(C(F)(F)F)cc1)C(=O)NC(N)=O (stereo not drawn),5
CCc1ccc(NC(=O)c2nc3ccccc3nc2N(CC)CC)cc1,4
CN1CCN(S(=O)(=O)c2ccc(SCc3cc(Cl)c4c(c3)OCCO4)nc2)CC1,9
Cc1[nH]n(-c2ccc(F)cc2)c(=O)c1CCC(=O)Nc1ccc(C#N)cc1,-30*
CN(C)C(=O)C1CCN(c2oc(-c3ccco3)nc2C#N)CC1,-21
CCc1ccccc1NC(=O)CSC1=C(C#N)C2(CCC(C(C)(C)C)CC2)C(C#N)C(=O)N1 (stereo not drawn),-3
COc1ccc(CN2CC3=C(C2=O)C(c2ccccc2C)NC(=O)N3)cc1 (stereo not drawn),-2
Cc1ccc(NC(=O)c2cnn3cccnc23)cc1C,-9
COCCNC(=O)Cn1cc(C(C)=O)c2ccccc21,-23
CC(=O)NC(c1cccs1)c1cc(Cl)c2cccnc2c1O (stereo not drawn),19

# Part of the list above, set out differently.
COc1ccc(CN2CC3=C(C2=O)C(c2ccccc2C)NC(=O)N3)cc1 (stereo not drawn)
  LDHA block: -2
Cc1ccc(NC(=O)c2cnn3cccnc23)cc1C
  LDHA block: -9
COCCNC(=O)Cn1cc(C(C)=O)c2ccccc21
  LDHA block: -23
CC(=O)NC(c1cccs1)c1cc(Cl)c2cccnc2c1O (stereo not drawn)
  LDHA block: 19

# Later entries
SMILES,LDHA block
CC(C)(C)NC(=O)CC1(C(=O)NCc2ccccc2)CCCC1,-4
CS(=O)(=O)NC1CCN(C(=O)c2cc(Br)ccc2F)CC1,-1
C=CCn1c(SCC(=O)c2ccccc2)nc2c1c(=O)n(C)c(=O)n2C,-11
CCOc1ccc(-c2[nH]nc3c2C(c2cc(OC)c(OC)cc2Br)C(C#N)=C(N)O3)cc1 (stereo not drawn),1
COc1ccc([C@H]2CC(=O)C[C@@H](CCn3cc(CCc4ccccc4)nn3)O2)cc1,0
O=C(Nc1ccc2oc(-c3cccnc3)nc2c1)c1cccc(OCc2ccccc2)c1,3
COc1cccc(CNC(=O)[C@@H]2CCCN2C(=O)[C@@H]2CCCN2)c1,0
CCN(CC)C(=O)CN1CCN(c2nc(C)c3c(c2C#N)CC(C)(C)OC3)CC1,7
Cc1ccccc1S(=O)(=O)Cc1ccc(C(=O)NCCN(C)C)o1,-5
Cc1cc2nc(CSc3ccc(NC(=O)c4ccccc4C(F)(F)F)cc3)cc(=O)n2o1,-10
CC1=C(C(=O)Nc2cc(C)cc(C)c2)C2(CCCCCC2)OC1=O,0
COc1ccc2c(c1OC)C(=O)OC2Nc1nc(-c2ccc(Br)cc2)cs1 (stereo not drawn),6
Cc1cccc(NC(=O)c2ccc3c(c2)NC(=O)C2CCCN32)c1 (stereo not drawn),1
O=C(Nc1ccc(CN2CCOC2=O)cc1)N1CCCC1,-1
Cc1n[nH]c(C)c1S(=O)(=O)N1CCC(C)CC1,-4
O=S1(=O)CC(N2CCN(CCO)CC2)CN1Cc1cn(Cc2ccc(Cl)cc2)nn1 (stereo not drawn),3
CS(=O)(=O)N1CCN(C(C(=O)O)c2c[nH]c3cc(F)ccc23)CC1 (stereo not drawn),8
CCc1nn2c(=O)cc(CN3CCCCC3C)nc2s1 (stereo not drawn),-3
O=C(COc1ccc2c(=O)c(Oc3ccc(F)cc3)coc2c1)Nc1ccc(N2CCOCC2)cc1,0
O=C(/C=C/NC12CC3CC(CC(C3)C1)C2)C(F)(F)F,1

# 2 of these compounds in another layout:
Cc1n[nH]c(C)c1S(=O)(=O)N1CCC(C)CC1
  LDHA block = -4

CS(=O)(=O)N1CCN(C(C(=O)O)c2c[nH]c3cc(F)ccc23)CC1 (stereo not drawn)
  LDHA block = 8

# Remaining list, next part.
SMILES,LDHA block
COc1ccc(C2Nc3ccccc3C(=O)N2Cc2ccccc2)cc1COc1ccc(C(N)=O)cc1 (stereo not drawn),6
COc1cccc(COC(=O)c2ccc3c(c2)NC(=O)CS3)c1,1
COc1cccc(/C=C2/C(=O)c3ccccc3OC2c2ccccc2)c1 (stereo not drawn),11
Cc1ccc(C2=NN(S(=O)(=O)c3ccc(F)cc3)C(c3ccc4nccnc4c3)C2)cc1 (stereo not drawn),5
CN(CCOc1ccc(F)cc1)C(=O)c1cnc2ccccc2n1,4
NC(=O)CNS(=O)(=O)/C=C/c1ccc(Cl)cc1,5
CCOc1ccc(S(=O)(=O)NCCO)c2ccccc12,1
CCOc1ccc2c(c1)cc(C(=O)NCCOC)n2C,8
O=C(CSc1nc2ccccc2nc1N1CCCC1)N1CCN(c2ccc(F)cc2)CC1,9
COC(=O)c1ccccc1NC(=O)N1CCN(Cc2nc(-c3ccc(C)cc3)oc2C)CC1,1
O=C(CNc1cccc(S(=O)(=O)N2CCCCCC2)c1)N1CCN(C(=O)c2cccs2)CC1,1
O=C(NN1CCOCC1)c1ccn(COc2ccc(Br)cc2)n1,-33*
CC(=O)Nc1ccc(NC(=O)NC(C)C)cc1,6
Cc1ccc2[nH]cc(C(C(=O)O)N3CCN(c4ncc(Br)cn4)CC3)c2c1 (stereo not drawn),8
O=C(O)C1CCC(C(=O)O)CC1 (stereo not drawn),0
O=c1[nH]c(=O)n(CCc2ccccc2)c2c1C(C(F)(F)F)(C(F)(F)F)N=C(c1ccco1)N2,2
COc1ccc(C(=O)Nc2ccc(-c3nc4ccccc4o3)cc2)cc1OC,-4
COc1cccc(C(=O)Nc2ccc3nc(N4CCCC4)sc3c2)c1OC,3
COC(=O)CNC(=O)C12CC3CC(CC(C3)C1)C2,-8
CCNc1nc(SC(C)C(=O)NC)nc2ccccc12 (stereo not drawn),6

# (continued)
structure	LDHA block
O=C(/C=C/c1ccc([N+](=O)[O-])cc1)c1ccccc1	4
CC(=O)C12CC3CC(C1)CC(C(C)=O)(C3)C2	7
O=c1c(N2CCN(Cc3ccccc3)CC2)csc2ccc(Cl)cc12	-10
CCOc1ccc2c(=O)c(Oc3cc(C)ccc3C)coc2c1	-5
Cc1cc(Cl)ccc1Nc1nc(N)c(C(=O)c2ccc(F)cc2)s1	-1
O=C(COc1cccc(Cl)c1)NC1CCCN(c2ncccn2)C1 (stereo not drawn)	6
CCCOc1cccc(C(=O)Nc2scc(-c3ccc(F)cc3)c2C(=O)OC)c1	-2
CCCCNC(=O)c1cc2cc(C)ccc2[nH]1	2
CC(C)(C)c1ccc(C(C)(C)C)c2c1OC(c1ccccc1)O2	-3
COc1ccc(CCNCCc2ccc(OC)cc2)cc1	-5
Nc1cc(=O)[nH]c(SCc2c(Cl)cccc2Cl)n1	4
Cc1nc2c3ccccc3nn2c(C)c1CCC(=O)Nc1ccc(C#N)cc1	8
Cc1ccc(-c2cc(C(=O)NCC(=O)N(C)C)c3ccccc3n2)cc1	2
O=C(NCC(c1ccccc1)c1c[nH]c2ccccc12)c1cccs1 (stereo not drawn)	11
CCOc1cccc(-c2cc(C(=O)O)c3ccc(C)c(C)c3n2)c1	3
O=C(CSc1nnc(-c2ccncc2)n1-c1ccc(Cl)cc1)Nc1ccc2cn[nH]c2c1	7
CCOC(=O)C(N)Cc1ccccc1 (stereo not drawn)	-13
CCC(C)NC(=O)C1=CC(c2cccs2)=NS(=O)(=O)N1C (stereo not drawn)	6
COc1ccc(-c2cc3ccc(OC(C)=O)cc3oc2=O)cc1OC	-15
CCCOC(=O)C(C)Oc1ccc2c(=O)c(-c3ccc(Cl)cc3)coc2c1 (stereo not drawn)	-5
Cc1ccc(C2C3=C(CC(C)(C)CC3=O)Nc3nc(N)[nH]c(=O)c32)cc1 (stereo not drawn)	-8
CCc1ccccc1NC(=O)N1CCN(Cc2ccc(Cl)s2)CC1	6
N#CC1(NC(=O)CSc2nccn2C2CC2)CCCCCC1	0
CSc1ccccc1NC(=O)c1ccc(F)cc1	-2
CC(C)(C)NCc1ccc2c(c1)OCO2	0
Cc1cc(C)cc(NC(=O)c2cccs2)c1	-4
CC(=O)N1CCc2c(sc3c2c(=O)n(Cc2ccccc2)c(=O)n3Cc2ccccc2C)C1	14
NC(=O)C(Sc1ncc(C(F)(F)F)cc1Cl)c1ccccc1 (stereo not drawn)	4
CCc1ccc(C(CNS(=O)(=O)c2cccs2)N(C)C)cc1 (stereo not drawn)	0
CCC(C)NC(=O)c1ccccc1NC(=O)C1CCN(S(=O)(=O)Cc2ccc(C)cc2)CC1 (stereo not drawn)	0
CCCCn1nc(C(=O)Nc2ccc(OC)c(OCCOC)c2)c2ccccc2c1=O	4
Cn1ncc2c(=S)[nH]c(=S)[nH]c21	-1
COc1ccc(C(NC(=O)Cn2c(=O)c3c(ncn3C)n(C)c2=O)C(C)C)cc1 (stereo not drawn)	3
Cn1ccc2cc(S(=O)(=O)N3CCC(C(=O)N4CCC5(CC4)OCCO5)CC3)ccc21	6
COc1ccc(C(=O)c2oc3ccc(NC(=O)C(C)C)cc3c2C)cc1	2
O=C(COc1ncnc2ccccc12)NCc1ccccc1	2
CC(C(=O)N1CCc2ccccc2C1)N(C)Cc1c(F)cccc1Cl (stereo not drawn)	6
O=C(CSc1ccccc1Cl)N1CCNC1=O	?
CNC(=S)NNC(=O)c1ccc(NNC(=S)NC)cc1	7
CCCCn1nnnc1C(c1ccccc1)N1CCN(c2ccccn2)CC1 (stereo not drawn)	-9
O=C(NCc1noc(-c2ccco2)n1)c1ccc(Br)cc1	6
Cc1nc(N2CCN(c3ccccc3F)CC2)[nH]c(=O)c1CCC(C)C	0
Cc1ccc(NC(=O)c2cc(-c3ccncc3)nc3ccccc23)cc1	-9
CCc1ccc2c(CSc3nc4nc(C)cc(C)n4n3)cc(=O)oc2c1	3
COc1ccc(NC(=O)COc2ccc3c(C)c(C)c(=O)oc3c2)cc1OC	-25
Cc1ccc(Nc2n[nH]nc2C(=O)Nc2ccc(C)cc2Cl)cc1	10
O=C(Nc1ccccn1)c1cc(-c2cccs2)nc2ccccc12	12
C=CCOC(=O)/C(C#N)=C\c1cc2ccccc2nc1N1CCOCC1	5
O=C(CSc1nnnn1C1CC1)c1c[nH]c2ccccc12	-8
O=C1CCc2cc(S(=O)(=O)Nc3ccc4c(c3)OCCO4)ccc2N1	6

# Grouped by structure: those above containing a tert-butyl group.
structure	LDHA block
CCc1ccccc1NC(=O)CSC1=C(C#N)C2(CCC(C(C)(C)C)CC2)C(C#N)C(=O)N1 (stereo not drawn)	-3
CC(C)(C)NC(=O)CC1(C(=O)NCc2ccccc2)CCCC1	-4
CC(C)(C)c1ccc(C(C)(C)C)c2c1OC(c1ccccc1)O2	-3
CC(C)(C)NCc1ccc2c(c1)OCO2	0

# Ordered by number of heavy atoms (smallest number first): part of the list above.
structure	LDHA block
Cc1ccc(NC(=O)c2cc(-c3ccncc3)nc3ccccc23)cc1	-9
COc1ccc(C(NC(=O)Cn2c(=O)c3c(ncn3C)n(C)c2=O)C(C)C)cc1 (stereo not drawn)	3
Cc1ccc(C2=NN(S(=O)(=O)c3ccc(F)cc3)C(c3ccc4nccnc4c3)C2)cc1 (stereo not drawn)	5

# Further entries follow.
structure	LDHA block
c1ccc(-c2nnc(SCc3nc4ccccc4o3)o2)cc1	-2
CCCn1nc(C(=O)Nc2cccc(C(=O)Nc3cccc(C(F)(F)F)c3)c2)c2ccccc2c1=O	2
C=CCn1c(Oc2cccc(C(F)(F)F)c2)nc2c1c(=O)n(C)c(=O)n2C	11
O=S1(=O)N[C@@H](Cc2ccccc2)COc2cc(N3CCC[C@@H]3CO)ccc21	2
Cc1ccc(NC(C)C(=O)Nc2sccc2C#N)c(C)c1 (stereo not drawn)	-12
CCc1ccc(C(=O)C(C)Sc2nc3ccccc3c(=O)n2CCC(=O)OC)cc1 (stereo not drawn)	14
O=C(O)c1cc2ccc(OCCc3ccccc3)cc2[nH]1	5
CCN(C(=O)C(=O)c1c(C)n(C)c2ccccc12)c1ccc(OC)cc1	-6
Cn1c(=O)c2c(-c3ccccc3)n(-c3ccc(Cl)cc3)cc2n(C)c1=O	22
CCCNc1c(NS(=O)(=O)c2ccc(Cl)cc2)c(=O)oc2ccccc12	8
Fc1ccc(NC(=S)NCCSc2ccc(Cl)cc2)cc1	4
CCC(CC)NC(=O)COc1ncnc2ccccc12	6
CC(=O)N(CCC1(C(C)C)CCOC(C)(C)C1)Cc1ccccc1 (stereo not drawn)	1
C/C(=N/Nc1ccc(S(N)(=O)=O)cc1[N+](=O)[O-])c1ccccc1Br	-3
CCCCn1cnc2c1c(=O)n(CC(O)COc1ccccc1)c(=O)n2CCC (stereo not drawn)	-2
C=CCc1c(C)nc(Nc2nc(C)c3cc(CC)ccc3n2)[nH]c1=O	-1
Cc1oc(-c2ccccc2)nc1CC(=O)Nc1ccc(Br)cc1F	6
CCOc1ccccc1OC(=O)c1ccc(F)cc1Cl	4
Cc1ccccc1CNC(=O)c1ccc(Nc2cc(-c3ccc(F)cc3)ncn2)cc1	4
Cc1cc(NC(=O)CSc2nnc(-c3ccncc3)n2C2CC2)no1	-6
O=C(Cn1c(NCc2ccccc2)nc2ccccc21)Nc1ccccc1	3
CCc1nc2ccccc2c(C(=O)OCC(=O)NC2(C#N)CCCC2)c1C	4
O=C(OCc1cccc2ccccc12)c1cc(=O)c2ccccc2o1	7
C=CCn1c(Cn2c(-c3cnccn3)nc3ccccc32)nc2ccccc21	-5
COC(=O)c1ccc(COC(=O)c2ccc3c(c2)NC(=O)CS3)cc1	9
Cc1c(OS(=O)(=O)c2cccs2)ccc2c(-c3ccccc3)cc(=O)oc12	12
COc1ccc(CCC(=O)N2c3ccccc3N=C(c3ccc4c(c3)OCO4)C2C(=O)Nc2ccc(OC)cc2)cc1 (stereo not drawn)	3
CCOC(=O)c1c(C)[nH]c(C)c1C(=O)Cn1cnc2ccccc2c1=O	-8
COc1cc(OC)c(C2=CCN(S(=O)(=O)N3CCCCCC3)CC2)c(OC)c1	-1
Cc1cc(C(=O)NCCCN2CCCCCC2=O)c2ccc(F)cc2n1	10
CCc1ccc2oc(C(=O)Nc3ccc(S(=O)(=O)N(CC)c4ccccc4)cc3)cc(=O)c2c1	5
